NTR1 ag – agonists of NTR1, primary screen, imaging, U2OS cells, beta-arrestin-GFP, high content (AID 493036). P30989. activation, % at 20 µM. NTR1-U2OS beta-arrestin-GFP spot imaging, agonist mode. 330,000 tested, 0.17% active;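 active means activation at or above 40% of the spot to cytoplasm intensity ratio, with at least 20 cells analyzed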;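 further: 0% = DMSO without peptide and 100% = 100 nM NTR1 peptide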
Target sequence (P30989 whole entry, looked up): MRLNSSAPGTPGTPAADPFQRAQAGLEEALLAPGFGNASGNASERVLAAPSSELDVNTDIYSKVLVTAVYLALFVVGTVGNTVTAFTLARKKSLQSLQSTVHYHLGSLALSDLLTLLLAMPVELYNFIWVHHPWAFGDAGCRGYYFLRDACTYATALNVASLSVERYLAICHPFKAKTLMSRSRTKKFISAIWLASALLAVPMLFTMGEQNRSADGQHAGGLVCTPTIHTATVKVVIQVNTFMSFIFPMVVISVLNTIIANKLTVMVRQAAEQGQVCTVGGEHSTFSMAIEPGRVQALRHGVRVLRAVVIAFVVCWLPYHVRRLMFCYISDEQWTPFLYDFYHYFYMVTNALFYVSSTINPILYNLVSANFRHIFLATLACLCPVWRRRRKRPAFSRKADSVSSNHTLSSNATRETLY
T cell modulator – modulates CD8 T cell binding to vesicles; 2C CD8+ T cell-vesicle binding, flow cytometry; active compounds read low; calls only at 7 µM; 330,000 tested, 0.068% active;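 active means response, share of CD8 T cells binding vesicles, and their 90th percentile fluorescence all below set limits, cut at about 80% in these data, passing the limit was not always enough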
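material = purified 2C TCR transgenic mouse naive CD8+ T cells | controls = Unloaded micro-vesicles (low), QL9 vesicles with 0.7% DMSO (high) | detection = cytometric PE anti-B7-1 and Alexa647 anti-CD8 signals after 1% paraformaldehyde fixation | incubation = binding step 1.5 h, 37 °C, antibody labelling 20 min, ice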
West Nile virus CPE – inhibition of WNV-induced cytopathic effect – cell-based, CPE readout (AID 1621); 290,000 tested, 0.02% active; West Nile virus-infected cells, CPE inhibition; higher % means a stronger effect; CPE inhibition, % at 10 µM; hits with a dose series show IC50 in µM; in the data active means a potency from the dose series; further: strong numbers were not always called active
T cell modulator vesicle-bound % – second read-out of T cell modulator, no call of its own (marks repeat the call); double positive events, %; measured here: CD8+ vesicle-bound cell fraction;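 binding gate set so that unloaded-vesicle control wells show 10% double positive cells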
NTR1 ag cell count 20 µM – second read-out of NTR1 ag, no call of its own (marks repeat the call); cell count; measured here: cell count, cytotoxicity flag
Starred values were filed as active, the others as inactive; i = inactive; · = no result given. Not all compounds are listed. The share of hits here may be higher or lower than overall.

Short keys: A = NTR1 ag; B = NTR1 ag cell count 20 µM; C = T cell modulator; D = T cell modulator vesicle-bound %; E = West Nile virus CPE
1) Cc1noc(C)c1NC(=O)N(C)C[C@H]1Oc2c(NC(=O)c3ccncc3)cccc2C(=O)N([C@H](C)CO)C[C@@H]1C
  A: 2.8	B: 54	C: i	D: 7	E: ·
2) CCC(=O)c1ccc(OCC(=O)Nc2ccc(S(=O)(=O)Nc3cc(C)nc(C)n3)cc2)cc1
  A: 1.7	B: 55	C: i	D: 49	E: ·
3) COc1ccccc1CN(C)C(=O)c1ccc(S(=O)(=O)Nc2c(C)n(C)n(-c3ccccc3)c2=O)cc1
  A: 0.5	B: 41	C: i	D: 24	E: ·
4) CCCc1cc(=O)[nH]c(SC/C=C/c2ccccc2)n1
  A: 0.6	B: 48	C: i	D: 14	E: ·
5) COc1ccccc1CN1Cc2cccc3c2[C@@H](CC1=O)[C@H](O)[C@H](O)C3
  A: 2.7	B: 58	C: i	D: 12	E: ·
6) CC(=O)Nc1ccc(SCC(=O)NCC2(N3CCCCC3)CCCCC2)cc1
  A: 0.5	B: 50	C: i	D: 14	E: ·
7) COCCn1c(SCC(=O)NC(=O)Cc2ccccc2)nc2ccccc2c1=O
  A: -0.2	B: 50	C: i	D: 15	E: ·
8) O=C(COC(=O)c1ccc[n+]([O-])c1)Nc1ccccc1OC(F)F
  A: -0.1	B: 60	C: i	D: 20	E: ·
9) O=C(COC(=O)c1cccc(OC(F)F)c1)Nc1ncccn1
  A: -0.1	B: 51	C: i	D: 41	E: ·
10) CC(=O)Nc1ccc(S(=O)(=O)NC(C)C(=O)OCCOc2ccc(F)cc2)cc1 (stereo not drawn)
  A: -0.2	B: 93	C: i	D: 48	E: ·
11) OC1(c2nc3ccccc3[nH]2)CCCCC1
  A: -0.6	B: 83	C: i	D: 29	E: ·
12) CC(C)(C)CC(=O)N1CCN(c2ccc(S(=O)(=O)N3CCOCC3)cc2[N+](=O)[O-])CC1
  A: 0.9	B: 55	C: i	D: 31	E: ·
13) COc1cccc2c1C(=O)C[C@]1(CCCC[C@@H]1C)O2
  A: 1.4	B: 47	C: i	D: 5	E: ·
14) COc1cc(CC(=O)OCC(=O)NC2CCCC2)cc(OC)c1OC
  A: -0.3	B: 42	C: i	D: 41	E: ·
15) CC(C)[C@H](NC(=O)c1ccccc1F)C(=O)OCCN1C(=O)c2ccccc2C1=O
  A: -0.2	B: 55	C: i	D: 24	E: ·
16) CCCCC[C@@H]1C=C(C(=O)O)[C@H](c2ccc(C#N)cc2)N1S(=O)(=O)c1ccc(C)cc1
  A: 7.1	B: 52	C: i	D: 10	E: ·
17) COc1ccc(-c2sc3ccc(N4CCOCC4)cc3c2C#Cc2ccsc2)cc1
  A: 12	B: 46	C: i	D: 10	E: ·
18) C=CC[C@H](CC(=O)NCCO)C(=O)N[C@H](COC(=O)[C@@H](CC=C)Cc1ccc(F)cc1)C(C)(C)C
  A: 1.0	B: 58	C: i	D: 4	E: ·
19) O=C(Cc1c[nH]c2ccccc12)N1CCN(S(=O)(=O)c2cccc(Cl)c2Cl)CC1
  A: 0.0	B: 67	C: i	D: 36	E: ·
20) CCN(CC(=O)Nc1ccc(OC)cc1)CC(=O)Nc1sc2c(c1C(=O)OC)CCCC2
  A: 12	B: 42	C: i	D: 27	E: ·
21) O=C(CN1C(=O)NC2(CCCCCCC2)C1=O)Nc1cccc(Br)c1
  A: 1.6	B: 63	C: i	D: 20	E: ·
22) CCOc1ccccc1C(=O)OCC(=O)NCC1CCCO1 (stereo not drawn)
  A: 0.8	B: 65	C: i	D: 32	E: ·
23) Cc1cccc(-n2c(-c3ccc(Br)o3)n[nH]c2=S)c1
  A: 1.4	B: 51	C: i	D: 54	E: ·
24) Cc1ccc(S(=O)(=O)N2CCOCC2)cc1NC(=O)COC(=O)c1cc[n+]([O-])cc1
  A: 3.6	B: 57	C: i	D: 25	E: ·
25) Cn1c(CC(=O)NNC(=O)c2cncc(Br)c2)nc2ccccc21
  A: 1.2	B: 51	C: i	D: 50	E: ·
26) COc1ccc(S(=O)(=O)N2CCCCCC2)cc1NC(=O)c1ccccc1S(C)(=O)=O
  A: -0.8	B: 53	C: i	D: 3	E: ·
27) Cc1ccc(S(=O)(=O)N2CCOCC2)cc1NC(=O)COc1ccccc1Cc1ccccc1
  A: 2.8	B: 37	C: i	D: 10	E: ·
28) O=C(COC(=O)CC1CC2CCC1C2)NCc1ccc(F)cc1 (stereo not drawn)
  A: -0.7	B: 48	C: i	D: 33	E: ·
29) Cn1nc(C(=O)OCC(=O)Nc2ccc(F)cc2Cl)c2ccccc2c1=O
  A: -0.4	B: 55	C: i	D: 44	E: ·
30) COc1ccc(Cl)cc1NC(=O)CN(C)C(=O)c1ccc2n[nH]nc2c1
  A: 0.0	B: 93	C: i	D: 31	E: ·

Another view of 2 compounds above:
Values run as follows: NTR1 ag	NTR1 ag cell count 20 µM	T cell modulator	T cell modulator vesicle-bound %	West Nile virus CPE
1: Cc1noc(C)c1NC(=O)N(C)C[C@H]1Oc2c(NC(=O)c3ccncc3)cccc2C(=O)N([C@H](C)CO)C[C@@H]1C
→ 2.8	54	i	7	·
2: CCC(=O)c1ccc(OCC(=O)Nc2ccc(S(=O)(=O)Nc3cc(C)nc(C)n3)cc2)cc1
→ 1.7	55	i	49	·

The results go on.
Short keys: A = NTR1 ag; B = NTR1 ag cell count 20 µM; C = T cell modulator; D = T cell modulator vesicle-bound %; E = West Nile virus CPE
31) O=C(C[C@@H]1C/C=C\C[C@@H](Cc2ccc(F)cc2)C(=O)OC[C@H]2CCCN2C1=O)NCCO
  A: 1.6	B: 62	C: i	D: 27	E: ·
32) CC1CCCC(C)N1C(=O)COC(=O)CN1C(=O)c2ccccc2C1=O (stereo not drawn)
  A: -0.4	B: 60	C: i	D: 28	E: ·
33) COc1ccc(CCCCCCOCc2ccccc2)cc1
  A: -1.8	B: 51	C: i	D: 22	E: ·
34) CC(=O)C(CC(=O)N1CCCC1)C(=O)Nc1ccc(Cl)cc1 (stereo not drawn)
  A: -1.6	B: 68	C: i	D: 36	E: ·
35) Cc1ccc(OC(=O)CCC(=O)Nc2ccc(C(N)=O)cc2)cc1
  A: 2.0	B: 52	C: i	D: 38	E: ·
36) O=C1OC[C@H]2CCCN2C(=O)[C@@H](CC(=O)N(CCO)Cc2ccccc2)C/C=C\C[C@@H]1Cc1ccc(F)cc1
  A: 7.8	B: 75	C: i	D: 13	E: ·
37) COc1cccc(CC(=O)OCC(=O)NCc2ccc3c(c2)OCO3)c1
  A: -0.7	B: 64	C: i	D: 18	E: ·
38) COc1ccccc1C(=O)Nc1nc(C)cc(C)n1
  A: 0.2	B: 49	C: i	D: 39	E: ·
39) O=C(O)c1ccc(O)cc1O
  A: -0.6	B: 70	C: i	D: 38	E: ·
40) CCOC(=O)c1c(NC(=O)COC(=O)c2ccc(O)cc2)sc(C(=O)NC)c1C
  A: 13	B: 73	C: i	D: 35	E: ·
41) O=C(COC(=O)Cn1[nH]c(=O)c2ccccc2c1=O)NNC(=O)c1ccccc1
  A: 2.6	B: 58	C: i	D: 45	E: ·
42) COC(=O)[C@H](Cc1ccc(O)cc1)NC(=O)Cn1cnc2c(OCc3ccccc3)ncnc21
  A: 1.8	B: 56	C: i	D: 8	E: ·
43) CCN(C[C@H]1N[C@@](Cc2ccccc2)(C(=O)OC)[C@H]2C(=O)N(C)C(=O)[C@@H]12)C(=O)c1ccc(C(C)(C)C)cc1
  A: 4.0	B: 49	C: i	D: 14	E: ·
44) O=C(CCNS(=O)(=O)c1ccc2nsnc2c1)N1CCN(c2ccncc2)CC1
  A: 7.7	B: 46	C: i	D: 12	E: ·
45) COc1ccc(S(=O)(=O)N2CCOCC2)cc1NC(=O)Cc1c(F)cccc1Cl
  A: 0.7	B: 87	C: i	D: 41	E: ·
46) N#CC1(NC(=O)CSc2nc3ccccc3s2)CCCCC1
  A: 1.0	B: 81	C: i	D: 30	E: ·
47) COc1ccc(S(=O)(=O)N(C)C[C@H]2Oc3ccc(NC(=O)Nc4ccc5c(c4)OCO5)cc3C(=O)N([C@H](C)CO)C[C@@H]2C)cc1
  A: -1.0	B: 48	C: i	D: 6	E: ·
48) O=C(OCC(=O)N1CCN(C(=O)c2ccco2)CC1)c1cccc(F)c1
  A: -1.6	B: 51	C: i	D: 47	E: ·
49) CCN(C[C@H]1N[C@@](C)(C(=O)OC)[C@H]2C(=O)N(C)C(=O)[C@@H]12)C(=O)Nc1ccccc1
  A: -1.0	B: 66	C: i	D: 26	E: ·
50) Cc1ccccc1-c1nc(S(=O)(=O)c2ccccc2)c(NCCCN2CCOCC2)o1
  A: -0.4	B: 53	C: i	D: 46	E: ·
51) CCOC(=O)[C@@H]1[C@H]2COc3cc(OC)ccc3[C@@H]2N2C(=O)N(c3ccccc3)C(=O)[C@@]12C
  A: -2.9	B: 54	C: i	D: 13	E: ·
52) CN(CCc1ccccc1)C(=O)c1ccc(NC(=O)Cc2cccc([N+](=O)[O-])c2)cc1
  A: -0.8	B: 71	C: i	D: 53	E: ·
53) COc1ccc2c(c1)OC[C@H]1[C@H]2N2C(=O)c3cc(C)ccc3NC(=O)[C@@]2(C)[C@H]1c1ccccc1
  A: -1.5	B: 41	C: i	D: 22	E: ·
54) CCCCN1C(=N)N([C@@H](CCC)CN2CCC[C@H]2CN2C(N)=NC[C@H]2C(C)C)C[C@H]1[C@H](C)CC
  A: 0.0	B: 54	C: i	D: 4	E: ·
55) CC(CNC(=O)COC(=O)c1ccco1)c1ccccc1 (stereo not drawn)
  A: -0.6	B: 65	C: i	D: 33	E: ·
56) Cc1ccc(NC(=O)CCNC(=O)Nc2ccccc2)cc1S(=O)(=O)N(C)C
  A: -0.8	B: 59	C: i	D: 38	E: ·
57) CC(C)=NOc1nc(NC(=O)NS(=O)(=O)c2ccccc2Cl)nc(N(C)C)n1
  A: 0.5	B: 47	C: i	D: 21	E: ·
58) COc1cccc(CN(C)C(=O)CSCC(=O)Nc2cccc(C)c2)c1OC
  A: 1.8	B: 54	C: i	D: 38	E: ·
59) Clc1cccc(-c2ccc(C3Nc4cccc5cccc(c45)N3)o2)c1
  A: 5.2	B: 59	C: i	D: 6	E: ·
60) COc1ccc(-c2ccc3oc(-c4ccsc4)cc(=O)c3c2)cn1
  A: 0.4	B: 51	C: i	D: 22	E: ·

Sorted by the number under T cell modulator vesicle-bound % (largest number first): four of the compounds above.
No.	SMILES	T cell modulator vesicle-bound %
46	N#CC1(NC(=O)CSc2nc3ccccc3s2)CCCCC1	30
53	COc1ccc2c(c1)OC[C@H]1[C@H]2N2C(=O)c3cc(C)ccc3NC(=O)[C@@]2(C)[C@H]1c1ccccc1	22
57	CC(C)=NOc1nc(NC(=O)NS(=O)(=O)c2ccccc2Cl)nc(N(C)C)n1	21
51	CCOC(=O)[C@@H]1[C@H]2COc3cc(OC)ccc3[C@@H]2N2C(=O)N(c3ccccc3)C(=O)[C@@]12C	13

Following part.
Short keys: A = NTR1 ag; B = NTR1 ag cell count 20 µM; C = T cell modulator; D = T cell modulator vesicle-bound %; E = West Nile virus CPE
61) CCCCC[C@@H](O)c1cc2ccccc2c(=O)o1
  A: -0.1	B: 57	C: i	D: 2	E: ·
62) O=C(CCSc1ccc(F)cc1)NNC(=O)c1ccccc1Cl
  A: 2.1	B: 78	C: i	D: 43	E: ·
63) COc1ccc(OC)c(NC(=O)COC(=O)CN2C(=O)NC3(CCCC3)C2=O)c1
  A: 0.0	B: 73	C: i	D: 39	E: ·
64) C[C@H](CO)N1C[C@H](C)[C@@H](CN(C)C(=O)Nc2ccc(C(F)(F)F)cc2)Oc2c(NS(=O)(=O)c3ccccc3)cccc2C1=O
  A: 0.1	B: 54	C: i	D: 14	E: ·
65) CCCN(CC(=O)Nc1ccccc1OC)C(=O)Cc1ccc2c(c1)CCC2
  A: 2.2	B: 54	C: i	D: 42	E: ·
66) N=c1c(-c2nc3ccccc3[nH]2)cc(C(=O)c2cccs2)nn1-c1ccc(Cl)cc1
  A: 27	B: 61	C: i	D: 58	E: 1.3%
67) Clc1ccc(Cl)c(-c2nn3c(Cn4cnc5ccccc54)nnc3s2)c1
  A: 0.5	B: 50	C: i	D: 22	E: -0.4%
68) Cc1ccc(C(=O)n2nnc3ccccc32)cc1
  A: -0.3	B: 58	C: i	D: 41	E: 0.3%
69) Cc1ccc(N2CC(C(=O)Nc3ccccc3C(=O)NC3CCCCC3)CC2=O)cc1C (stereo not drawn)
  A: 0.8	B: 74	C: i	D: 54	E: 0.2%
70) COC(=O)c1ccc2ccccc2n1
  A: -1.5	B: 70	C: i	D: 40	E: -0.5%
71) FC(F)(F)c1cc(CCN2CCNC[C@@H]2Cc2ccccc2)cc(C(F)(F)F)c1
  A: 20	B: 85	C: i	D: 12	E: -1.7%
72) Cc1ccn2c(C(=O)N/N=C\c3ccccc3[N+](=O)[O-])c(C)nc2c1
  A: 3.0	B: 47	C: i	D: 26	E: 0.2%
73) O=C(CN1CC(=O)Oc2ccccc21)OCC(=O)c1ccc(Br)cc1
  A: -1.3	B: 70	C: i	D: 43	E: 0.9%
74) O=C(CN1C(=O)C2CCCN2C(=O)c2ccccc21)Nc1ccccc1-n1cccc1 (stereo not drawn)
  A: -0.4	B: 44	C: i	D: 47	E: -0.1%

Bioassay records: PubChem, several laboratories
